CAL PDZ FP-1: CAL PDZ peptide-binding inhibitors, primary screen, biochemical, fluorescence polarization, Cer-tagged CAL PDZ, HTS | AID 504414, 2011 | purified CAL PDZ, TMR-peptide fluorescence polarization, 1 h | 330,000 tested, 0.02% active | inhibition, % at 20 µM;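 active = highest replicate inhibition of at least 40%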;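 also: plate controls were DMSO neutral control wells for no effect and unlabeled competitor peptide control wells for full effect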
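Test system: purified CerCALP PDZ construct; Compound dosing: one concentration, 20 µM compound; Also added: TMR-labelled reporter peptide T*-PRC34 bound in PDZ groove; Read-out: inhibition from polarization loss; Controls: unlabelled peptide and DMSO controls; Signal: FP readout, S and P plane fluorescence; Incubation: 1 h at RT.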
C-LANA FP: inhibitors of KSHV C-LANA binding to DNA, primary screen, biochemical, fluorescence polarization, FAM-LBS DNA, MBP-C-LANA, single point; Kaposi's sarcoma herpesvirus LANA C-terminal domain (residues 932-1162) DNA binding; inhibition, % at 9 µM; 340,000 tested, 0.078% active; AID 504423, 2011;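 active = highest replicate inhibition at or above 60% at 9 µM, even if other replicates fall short; inactive = all replicates below 60% inhibition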;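 also: 0% = neutral control wells and 100% = 4 µM acridine orange control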
RTF Ca sens act: cardiac RTF calcium sensitivity activators, primary screen, biochemical, IANBD-TnC fluorescence, EC20 calcium; 340,000 tested, 0.24% active; Troponin I, cardiac muscle (Homo sapiens) + Troponin T, cardiac muscle (Homo sapiens) + …; IANBD-labeled TnC RTF fluorescence at EC20 calcium; 0% EC20 calcium, 100% full calcium; activation, % at 7.2 µM;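 active = activation above the mean over all tested compounds plus 3 SD, cut at about 30% in these data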;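 also: rise in fluorescence read as greater calcium sensitivity of cardiac thin filaments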
Rtt109 HAT inh: inhibitors of C. albicans Rtt109/Vps75 HAT, primary screen, biochemical, ThioGlo CoA-SH fluorescence, plate reader | Histone acetyltransferase RTT109 (Candida albicans (strain SC5314 / ATCC MYA-2876)), … | purified Rtt109/Vps75, 4 h | inhibition, % at 34.9 µM | 330,000 tested, 0.16% active | AID 540336, 2011;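 active = inhibition of at least 50% in every replicate; inconclusive = best replicate reaches 50% inhibition but some replicates fall short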
Target sequence (Q5AAJ8 whole entry, looked up): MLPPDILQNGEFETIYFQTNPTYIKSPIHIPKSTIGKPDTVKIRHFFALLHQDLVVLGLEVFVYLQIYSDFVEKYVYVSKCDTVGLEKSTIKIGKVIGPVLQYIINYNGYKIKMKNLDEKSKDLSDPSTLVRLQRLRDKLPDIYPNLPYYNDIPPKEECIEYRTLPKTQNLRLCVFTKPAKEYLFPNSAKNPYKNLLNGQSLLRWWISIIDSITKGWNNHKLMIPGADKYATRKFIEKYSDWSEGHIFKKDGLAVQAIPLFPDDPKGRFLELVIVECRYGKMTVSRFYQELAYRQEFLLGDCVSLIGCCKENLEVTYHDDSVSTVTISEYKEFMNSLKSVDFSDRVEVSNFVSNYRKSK
CAL PDZ FP-2: untagged CAL PDZ binding inhibitors, primary screen, biochemical, fluorescence polarization, HTS | 300,000 tested, 0.92% active | purified CAL PDZ, TMR-peptide fluorescence polarization, 1 h | AID 602252, 2012 | inhibition, % at 24.9 µM;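 active = mean inhibition of at least 30% with at least half of replicates also reaching 30%; inconclusive = no clear call, values can overlap the other calls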;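 also: 0% = DMSO neutral control and 100% = excess unlabeled competitor peptide PRC23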
Keap1-Nrf2 PPI: Keap1-Nrf2 protein-protein interaction inhibitors, primary screen, biochemical, fluorescence polarization, single point | Kelch-like ECH-associated protein 1 (Homo sapiens), Q14145 | Keap1 Kelch-Nrf2 peptide fluorescence polarization, 1536-well | 340,000 tested, 0.15% active | inhibition, % at 9.4 µM; in the data active = inhibition above about 12%; inconclusive = no clear call, values can overlap the other calls; inactive = below about 7.3%;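 also: human Keap1 Kelch domain with fluorescein labeled Nrf2 9mer peptide probe; 0% = neutral control wells and 100% = peptide positive control; higher means more block of Keap1 binding to Nrf2 peptide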
Target sequence (Q14145 whole entry, looked up, the tested form may be a part): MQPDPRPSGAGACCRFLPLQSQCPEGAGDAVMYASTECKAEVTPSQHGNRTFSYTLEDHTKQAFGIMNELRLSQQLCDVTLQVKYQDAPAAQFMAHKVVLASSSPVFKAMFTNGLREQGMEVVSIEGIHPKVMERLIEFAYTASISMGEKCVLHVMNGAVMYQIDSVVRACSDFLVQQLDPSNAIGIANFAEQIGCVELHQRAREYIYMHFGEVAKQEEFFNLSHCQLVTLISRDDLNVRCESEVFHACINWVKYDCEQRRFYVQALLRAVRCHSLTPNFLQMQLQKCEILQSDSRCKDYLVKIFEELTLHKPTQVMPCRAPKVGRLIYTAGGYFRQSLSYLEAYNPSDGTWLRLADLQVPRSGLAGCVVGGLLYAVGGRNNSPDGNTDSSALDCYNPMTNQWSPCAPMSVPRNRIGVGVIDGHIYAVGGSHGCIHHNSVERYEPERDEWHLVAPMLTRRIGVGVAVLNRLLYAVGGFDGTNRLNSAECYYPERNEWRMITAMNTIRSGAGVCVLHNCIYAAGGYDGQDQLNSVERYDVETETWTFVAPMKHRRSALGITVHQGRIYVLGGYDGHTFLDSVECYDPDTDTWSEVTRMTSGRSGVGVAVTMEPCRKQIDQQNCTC
PKA-R2B act: activators of PKA-R2B holoenzyme, primary screen, biochemical, fluorescence polarization, Cy5-IP20, human. AID 504700, 2011. activation, % at 11.4 µM. 340,000 tested, 0.079% active. cAMP-dependent protein kinase catalytic subunit beta (Homo sapiens) + cAMP-dependent …. PKA-R2B holoenzyme dissociation; R2B truncated from residue 108, S112A mutant; 0% DMSO only, 100% 113 µM cGMP;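 active = activation above a cutoff set at the mean over all compounds plus 3 SD, cut at about 18% in these data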;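 also: higher means more holoenzyme dissociation and a rise in polarization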
Cardiac RTF inh: cardiac RTF calcium sensitivity inhibitors, primary screen, biochemical, IANBD-TnC fluorescence, EC70 calcium. Troponin I, cardiac muscle (Homo sapiens) + Troponin T, cardiac muscle (Homo sapiens) + …. IANBD-labeled cardiac RTF, Ca2+ fluorescence. inhibition, % at 7.15 µM. 340,000 tested, 0.12% active;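 active = inhibition above the mean inhibition of all tested compounds plus 3 SD, cut at about 17% in these data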;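 also: assay run at fixed EC70 calcium of 1.6 mM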
DAGLB inh: DAGLB lipase inhibitors, primary screen, biochemical, fluorescence, HTS. Diacylglycerol lipase-beta (Homo sapiens), Q8NCG7. HEK293T DAGLB membrane lysate, EnzChek fluorogenic substrate. inhibition, % at 5.17 µM. 340,000 tested, 0.059% active. AID 504411, 2011; in the data active = inhibition above about 34%;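 also: 0% = enzyme with vehicle and 100% = wells lacking enzyme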
SR-BI uptake up: activators of SR-BI mediated DiI-HDL uptake, primary screen, ldlA[mSR-BI] CHO cells, DiI fluorescence; 3 h; 100 = double the neutral-control signal; activation, % at 12.5 µM; 320,000 tested, 0.096% active;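 active = mean replicate activation of at least 60% and every replicate at or above 60%; inconclusive = mean or all-replicate condition met, but not both; inactive = mean below 60% and not all replicates reaching 60%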;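 also: 0% = median plate neutral-control signal and 100% = twice that signal; values of inactives mirror those of a sister screen read the other way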
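Assay system: CHO ldlA[mSR-BI] cells, LDL receptor-null, SR-BI overexpressing; medium: Ham's F12 with 0.5% BSA, HEPES 25 mM, pH 7.4; also added: DiI-HDL 10 µg/mL; timing: 3 h uptake period with compound, 37 °C; signal: DiI fluorescence, bottom read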
Starred values were filed as active, the others as inactive; ? = inconclusive; . = no result given.

SMILES | CAL PDZ FP-1 | C-LANA FP | RTF Ca sens act | Rtt109 HAT inh | CAL PDZ FP-2 | Keap1-Nrf2 PPI | PKA-R2B act | Cardiac RTF inh | DAGLB inh | SR-BI uptake up
COc1ccc(-c2csc(-c3cc4ccccc4oc3=N)n2)cc1 | -1.2 | 0.3 | 1 | 11 | 1 | 0 | 2 | -2 | -8 | 28
Cc1cc([N+](=O)[O-])ccc1NCc1ccc2c(c1)OCCO2 | 0.6 | 1.1 | -5 | 4 | -1 | -1 | 7 | 0 | -2 | -9
FC(F)(F)c1ccc(C2[C@H]3CN(Cc4cccnc4)[C@H](c4ccccc4)C34CC2(c2cccnc2)C4)cc1 (stereo not given in full) | -1.3 | -2.1 | -3 | 4 | -3 | -6 | -17 | -8 | -1 | 50
COc1ccc(OC(C)C(=O)N2CCC(C)CC2)cc1 (stereo not given) | 1.1 | 2.1 | 3 | -1 | -2 | -3 | -5 | -5 | 0 | 5
COc1ccc(C(=O)N2CCC(C(=O)c3c(C)cc(C)cc3C)CC2)cc1 | -0.1 | -1.1 | 5 | 6 | -5 | -3 | -7 | 1 | -8 | .
CCNC(=S)N/N=C/c1cccc(C)c1 | -0.6 | -1.3 | 3 | 9 | -1 | -3 | -10 | 5 | 1 | 22
[N-]=[N+]=NCC/C=C\C1NS(=O)(=O)OCC1O (stereo not given) | 0.1 | 1.8 | -4 | 1 | -4 | 0 | -15 | 10 | -1 | 9
CC(C)c1ccc(S(=O)(=O)N2CCN(C(=S)NCc3ccco3)CC2)cc1 | -5.7 | 0.4 | 8 | 1 | -1 | -11 | -1 | -3 | 0 | 12
CCOC(=O)N1CCC(n2c(SCC(=O)NCCC3=CCCCC3)nc3ccccc3c2=O)CC1 | -1.9 | -0.2 | 2 | 0 | . | 1 | -3 | -10 | -3 | -6
C/C(=N\NC(=O)COc1ccc(C)cc1C(C)C)c1ccc(-n2ccnc2)cc1 | -4.3 | 0.9 | -5 | 6 | -1 | 0 | 3 | -5 | 0 | -51
Cc1ccc(-c2c3c(=O)n(C)c(=O)n(C)c3cn2CCCN2CCOCC2)cc1 | -2.3 | -1.2 | 5 | -13 | 5 | -1 | 7 | -7 | 1 | 2
O=C(CN(c1ccc2c(c1)OCCO2)S(=O)(=O)c1ccccc1)N1CCN(Cc2ccccc2)CC1 | -2.4 | 1.7 | -2 | 18 | -3 | -1 | -11 | -1 | -5 | 12

Complete entries, quoted from the list:
Profile of `CCNC(=S)N/N=C/c1cccc(C)c1` : CAL PDZ FP-1: -0.6; C-LANA FP: -1.3; RTF Ca sens act: 3; Rtt109 HAT inh: 9; CAL PDZ FP-2: -1; Keap1-Nrf2 PPI: -3; PKA-R2B act: -10; Cardiac RTF inh: 5; DAGLB inh: 1; SR-BI uptake up: 22
Profile of `CCOC(=O)N1CCC(n2c(SCC(=O)NCCC3=CCCCC3)nc3ccccc3c2=O)CC1` : CAL PDZ FP-1: -1.9; C-LANA FP: -0.2; RTF Ca sens act: 2; Rtt109 HAT inh: 0; CAL PDZ FP-2: .; Keap1-Nrf2 PPI: 1; PKA-R2B act: -3; Cardiac RTF inh: -10; DAGLB inh: -3; SR-BI uptake up: -6

Next section.
SMILES | CAL PDZ FP-1 | C-LANA FP | RTF Ca sens act | Rtt109 HAT inh | CAL PDZ FP-2 | Keap1-Nrf2 PPI | PKA-R2B act | Cardiac RTF inh | DAGLB inh | SR-BI uptake up
CC(C)(C)c1ccc(OCCOc2ccc(C(C)(C)C)cc2NC=O)c(NC=O)c1 | -0.3 | 0.8 | 1 | -5 | -9 | 3 | -9 | -5 | -3 | -5
O=C(C1CC(=O)N(c2ccccc2)C1)N1CCCCCC1 (stereo not given) | 12 | -0.2 | -3 | -6 | -13 | -3 | 4 | 1 | -2 | 2
CS(=O)(=O)c1ccc(C(=O)OCC(=O)N(CCc2ccccc2)Cc2ccccc2)cc1 | -0.4 | 0.7 | -5 | 0 | 3 | -5 | -3 | -6 | -3 | 9
O=C(COc1ccccc1-c1ccccc1)Nc1ccc(S(=O)(=O)NCc2ccco2)cc1 | -2.6 | -1.8 | -2 | . | 0 | 2 | -12 | 4 | -4 | -30
Cc1c(C(=O)O)nnn1-c1nonc1N | 0.8 | -0.4 | 4 | -1 | 5 | -2 | -10 | -4 | 2 | ?
C#CCSc1nnc(-c2ccc(OC)cc2)o1 | -2.8 | 0.0 | 3 | 0 | 0 | -3 | -7 | 7 | -3 | 10
CCn1c(=N)c(S(=O)(=O)c2ccc(F)cc2)cc2c(=O)n3ccccc3nc21 | -0.9 | 8.6 | 2 | -17 | -4 | ? | -11 | 1 | 0 | -11
Cc1cc(C(=O)NC2CCCc3c2cnn3-c2ccccc2F)nc(C)n1 (stereo not given) | -1.9 | -0.9 | -6 | -6 | -1 | 3 | -3 | 3 | -1 | 2
O=C(CN1CCN(c2ccc([N+](=O)[O-])cc2)CC1)Nc1nccs1 | -0.4 | 1.3 | 0 | -8 | -2 | -3 | -24 | 2 | 3 | 23
N#Cc1cc(-c2ccccc2)[nH]c1-c1nccc2ccccc12 | -2.8 | 0.8 | 0 | -9 | -5 | -6 | -8 | 4 | 1 | -31
O=C(c1cccnc1)c1ncc(C(F)(F)F)cc1Cl | 0.0 | 0.9 | -1 | 0 | -2 | -1 | 0 | -12 | 1 | 0
CCn1cnc2c1c(=O)n(Cc1cccc(Br)c1)c(=O)n2Cc1ccccc1 | -1.5 | -0.1 | -6 | 6 | 0 | -9 | -12 | 10 | -5 | -9
CCn1c(=NC(=O)CCS(=O)(=O)c2ccccc2)sc2cccc(OC)c21 | -2.0 | -1.4 | -3 | -2 | . | -3 | -5 | -1 | -7 | 1
CCOC(=O)[C@H]1[C@H]2COc3ccc(Br)cc3[C@@H]2N2C(=O)CN(Cc3ccc(F)cc3)C(=O)[C@@]12C | -0.6 | -1.8 | 0 | 8 | -2 | -13 | -4 | -5 | -3 | -5
O=C(Nc1ccccn1)C1(c2ccccc2)CCCC1 | 0.1 | 0.8 | 5 | 7 | . | -2 | 5 | -5 | -2 | -7
CCc1cccc(C)c1N(C(=O)Cn1c(COC)nc2ccccc21)C(C)COC (stereo not given) | 1.6 | 0.7 | -2 | 10 | -3 | 0 | -4 | 9 | -4 | 25
CC(C)C(NC(=O)c1cccc(S(=O)(=O)N2CCOCC2)c1)C(=O)NCCc1ccccn1 (stereo not given) | -1.9 | -0.6 | 5 | 2 | -4 | 0 | -2 | -11 | 1 | -16
O=S(=O)(c1cnc(Cl)c(Cl)c1)N1CCc2ccccc21 | -1.7 | 0.7 | -3 | 2 | -2 | 2 | -10 | 5 | -6 | 17
Cc1cc(C(=O)NC2CCCCC2C)c2ccccc2n1 (stereo not given) | -2.5 | -0.5 | -4 | -19 | -3 | -1 | -15 | -5 | 2 | 23
Cc1ccccc1CNC(=O)CN(c1cccc([N+](=O)[O-])c1)S(C)(=O)=O | 0.2 | -0.8 | 8 | . | -6 | -7 | -3 | -5 | 1 | 1
COc1ccccc1-c1noc(-c2ccccc2)n1 | -0.5 | 3.5 | 2 | -11 | -2 | -6 | 5 | -5 | -12 | -11
CC(C)Oc1ccc(S(=O)(=O)N2CCOCC2)cc1NC(=O)CN1C(=O)c2ccccc2C1=O | 1.1 | 2.3 | -3 | 0 | 1 | -4 | 5 | -6 | -1 | 8
O=c1c2ccccc2sn1-c1ccccc1 | -1.1 | -2.1 | -6 | 17 | -1 | -88 | 3 | -9 | 0 | 33
O=C(Nc1ccc2nc3n(c(=O)c2c1)CCCCC3)C(=O)N1CCN(c2ccccc2F)CC1 | -1.2 | -0.3 | 1 | 4 | -6 | -2 | -7 | -11 | 1 | 15
CCCCOc1ccc(CN2CCC(O)CC2)cc1 | . | 0.0 | 6 | -4 | -3 | -7 | 5 | -3 | 0 | 24
CC(CC(C)C(=O)N1CCOCCN(C(=O)C(C)CC(C)C(=O)O)CCOCC1)C(=O)O (stereo not given) | -0.4 | -0.1 | -2 | -7 | -1 | 6 | 0 | -16 | -1 | 6
COc1cccc(/C=N/NC(=O)c2cc3c(OC)c(OC)ccc3[nH]2)c1OC | 2.1 | 1.7 | -1 | 9 | 3 | -2 | 7 | -8 | 0 | -58
COc1cccc(C(=O)N2CCN(Cc3nc(CC4CC4)no3)CC2)c1 | -0.4 | 1.5 | -1 | 31 | 0 | 0 | -7 | 2 | 2 | 10
COCc1nnc(NC(=O)COc2ccc3c(c2)OCO3)s1 | -2.0 | -1.7 | -5 | 15 | -1 | -6 | -1 | 2 | -1 | .
Clc1cccc(Cl)c1/C=C/c1ccn[nH]1 | -0.9 | -1.7 | 4 | 4 | -2 | -7 | -7 | -2 | -9 | 5
COCCCn1cc(C(=O)c2cc(OC)ccc2OCC(=O)N2CCCCC2C)cc(C#N)c1=O (stereo not given) | -0.6 | -0.4 | -3 | 6 | -1 | -2 | 1 | -3 | -3 | 4
COc1ccc(-c2cc(C(F)(F)F)n3nc(C(=O)N4CCOCC4)nc3n2)cc1 | -1.1 | 0.3 | -2 | -61 | 2 | -1 | -9 | 1 | 2 | -17
CCN1CCN(Cc2c(O)ccc3c2O/C(=C\C=C\c2ccccc2OC)C3=O)CC1 | -0.5 | 1.5 | 166* | 0 | -2 | -139 | 0 | -150 | -7 | 29
COC(=O)CCC(=O)OC1(C)C(=O)C2=CN(Cc3ccc4c(c3)OCO4)C(c3ccc(OC)cc3)=CC2=C(Br)C1=O (stereo not given) | 0.1 | -0.3 | -4 | 2 | -3 | -3 | -3 | -18 | 7 | 25
